RXFP1 agonist – agonists of human relaxin receptor RXFP1 | Q9HBX9 | HEK293T-RXFP1 cAMP TR-FRET, 30 min; response scale: percent of porcine relaxin response, buffer zero | Potency, µM (titrated, usually from 57.5 µM), inactives show top-dose activation, actives largely listed as activators | 0.3% of 370,000 active | AID 2676; active means well fitted activation curve with a large enough effect; inconclusive means small, poorly fitted or top-dose-only effect; further: potency means the concentration at half of the fitted maximal effect; nearly all actives have a fitted effect of over 60% in size; many of its hits are not listed in these tables
Target sequence (Q9HBX9 whole entry, looked up): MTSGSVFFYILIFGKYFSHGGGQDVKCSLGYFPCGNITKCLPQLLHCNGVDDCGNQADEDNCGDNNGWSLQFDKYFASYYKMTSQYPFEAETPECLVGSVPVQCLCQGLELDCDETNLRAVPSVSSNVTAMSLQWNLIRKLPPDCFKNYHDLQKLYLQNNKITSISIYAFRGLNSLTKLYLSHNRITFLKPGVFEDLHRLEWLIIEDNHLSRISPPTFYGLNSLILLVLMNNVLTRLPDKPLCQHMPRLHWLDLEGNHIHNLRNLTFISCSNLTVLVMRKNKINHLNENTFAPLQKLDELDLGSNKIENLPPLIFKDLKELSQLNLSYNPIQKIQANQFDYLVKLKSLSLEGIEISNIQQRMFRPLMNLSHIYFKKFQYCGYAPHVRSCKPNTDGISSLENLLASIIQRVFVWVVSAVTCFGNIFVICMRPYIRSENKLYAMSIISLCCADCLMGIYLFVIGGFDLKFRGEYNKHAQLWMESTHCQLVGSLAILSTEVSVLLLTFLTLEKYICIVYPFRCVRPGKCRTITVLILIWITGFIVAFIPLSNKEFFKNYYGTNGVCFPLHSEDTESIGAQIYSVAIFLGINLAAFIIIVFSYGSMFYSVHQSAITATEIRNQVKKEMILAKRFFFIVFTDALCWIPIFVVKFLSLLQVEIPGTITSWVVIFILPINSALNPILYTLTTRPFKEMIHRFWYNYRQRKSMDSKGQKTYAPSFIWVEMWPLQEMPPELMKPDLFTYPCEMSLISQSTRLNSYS
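HEK293T cells stably expressing RXFP1 were pretreated with the PDE4 inhibitor Ro 20174, exposed to compounds for 30 min at 37C, lysed, and cAMP was read by TR-FRET. Data normalized to buffer (basal) and 29 nM porcine relaxin (100%).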
RXFP1 antagonist – RXFP1 (human) relaxin receptor antagonism; activity change, negative = inhibition, % at 57.5 µM; HEK293-RXFP1, relaxin-stimulated cAMP HTRF, 30 min; stronger effect = lower value; AID 1259400; 0.59% of 350,000 active; Q9HBX9;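 active means activity change of -60% or lower, but not beyond a set lower limit; inconclusive means change between -60% and -40%, or beyond the set limit; inactive means change above -40%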
* hit, by the source's call; ? = inconclusive; · = not tested or not shown. On the % scale 0 is the no-effect control and ±100 the full control effect. An excerpt, so the mix of outcomes need not match the whole.

SMILES | RXFP1 agonist | RXFP1 antagonist
CN1CCN(S(=O)(=O)c2cccc(C(=O)N3CCN(c4ccccc4)CC3)c2)CC1 | · | -6
CN(C(=O)CSc1n[nH]c(=O)[nH]c1=O)c1ccccc1 | · | -2
Cc1ccc(Nc2ccc([N+](=O)[O-])ccc2=O)cc1 | · | -6
CC(=O)Nc1ccc(SCC(=O)NC(=O)c2ccc(S(=O)(=O)N(C)C)cc2)cc1 | · | -16
C[C@@H]1CN([C@@H](C)CO)S(=O)(=O)c2ccc(C#CC3CCCCC3)cc2O[C@@H]1CN(C)Cc1cccnc1 | · | 5
COC(=O)c1ccc(/C=C/C(=O)OCC(=O)c2ccc[nH]2)cc1 | · | -6
CON1C(=O)C(=O)N(OC)C(C)(C)C1C (stereo not drawn) | 1.6% | -3
Cn1cc(CNC(=O)C2c3ccccc3Oc3ccccc32)cn1 | -2.0% | -5
O=C(O)/C=C/c1cn(-c2ncc(C(F)(F)F)cc2Cl)c2ccccc12 | 1.0% | -1
COc1ccc2nc(C)cc(SCC(=O)NNC(=O)COc3ccccc3)c2c1 | 2.1% | 8
CC(=O)N(Cc1c(C)nn(-c2ccccc2)c1Cl)c1ccc(Cl)cc1 | 0.6% | -12
Oc1ccccc1CNn1cnnc1 | 1.1% | 4
Cc1cc(C)c2c(-n3cccc3)c(C(=O)NNS(=O)(=O)c3ccc(Cl)cc3)sc2n1 | 1.4% | 10
Nc1ccc(-c2sc(N)nc2-c2ccccc2)cc1 | 0.3% | 2
CC1CCN(c2cc(N3CCC(C)CC3)c([N+](=O)[O-])cc2/C=C(\C#N)c2nn(-c3ccccc3)c(N)c2C#N)CC1 | -1.5% | 4
O=C(c1cc2n(n1)C(C(F)(F)F)CC(c1ccc(F)cc1)N2)N1CCCC1 (stereo not drawn) | -0.1% | -36
CCOc1ccc(C(C(=O)Nc2ccc(F)cc2)N(C(=O)Cn2nnc3ccccc32)C2CC2)cc1 (stereo not drawn) | 1.5% | 2
FC(F)(F)c1nnc(-c2ccccc2)nc1Sc1ccccc1 | 1.4% | -25
Cn1nnnc1SCc1ccc(C(=O)Nc2ccc(Br)cc2)cc1 | -2.0% | -1
FC(F)(F)c1cccc(N2Cc3ccccc3C2)c1 | 0.3% | 0
Cn1c(C(F)(F)F)nc2c(=O)oc3ccccc3c21 | -0.5% | -6
CCC(Sc1nc(=O)cc(N)n1CCc1ccccc1)C(=O)Nc1ccccc1C#N (stereo not drawn) | -1.0% | 9
O=C(c1ccccc1)c1nn(-c2ccc(Cl)cc2)c(=O)cc1C(F)(F)F | 2.2% | -7
O=C(CN1CCN(S(=O)(=O)c2ccc(F)cc2)CC1)Nc1cccc(C(F)(F)F)c1 | 0.8% | 2
CN(C)/C=C(\C#N)C(=O)c1cccnc1Oc1ccc(F)cc1F | 0.5% | 15
OCc1nnn(-c2cccc(C(F)(F)F)c2)c1CO | -1.0% | -3
CCOC(=O)C(C)Oc1ccsc1C(=O)OC (stereo not drawn) | -1.5% | 10
CCCCNC(=O)CCn1c(=S)[nH]c2cc3c(cc2c1=O)OCO3 | ? | ?
Cc1cc(S(=O)(=O)NCc2ccco2)c(C)s1 | 0.5% | 1
COc1ccc(-c2cn3c(C)c(C(=O)Nc4cccc(NC(C)=O)c4)sc3n2)cc1 | 10% | -7
O=C(Nc1cccc(C(F)(F)F)c1)c1n[nH]c(Cn2cncn2)n1 | 2.2% | -4
O=c1[nH]c(-c2ccccc2)c(-c2ccccc2)[nH]1 | 3.2% | -11
CCOc1cc2c(C)cc(=O)oc2cc1Cl | 2.0% | -7
COc1ccc(C(C(=O)NC2CCCCC2)N(C(=O)c2sc(C)nc2C)c2ccc(C(C)=O)cc2)cc1 (stereo not drawn) | 0.9% | -12
Cc1nc(S(=O)(=O)NC2CCCCC2)c(C#N)c(C)c1Cl | -0.2% | 1
CCOC(=O)c1cc(NC(=O)c2ccc(C)cc2)c(=O)oc1-c1ccccc1 | -0.2% | -14
O=C(Nc1ncc(Cc2cccc(Cl)c2Cl)s1)c1ccc([N+](=O)[O-])cc1 | 0.2% | -17
Cc1ccc(S(=O)(=O)c2c(C)cc(-c3ccccc3)[nH]c2=O)cc1 | 2.7% | 7
Cc1ccc(NC(=O)c2ccc(CSc3nnc(-c4ccncc4)n3C)cc2)c(C)c1 | -0.5% | -19
COc1ccc(-c2csc(N3C(=N)SCC3=O)n2)cc1 | 2.8% | ?
O=[N+]([O-])c1ccc(Cl)c(/C=N/NC(=S)Nc2ccccc2)c1 | 0.1% | 18
Cc1ccc(CSc2nc3c(c(SCC(=O)O)n2)CCCC3)cc1 | 0.3% | 3
Nc1c(C(=O)NCc2ccco2)nnn1-c1ccccc1 | 0.8% | 2
CC(=O)OC1COC(N2CCc3cc([N+](=O)[O-])ccc32)C(OC(C)=O)C1OC(C)=O (stereo not drawn) | 1.8% | -2
O=C(/C=C/c1ccccc1)NC(=S)Nc1ccccc1C(=O)NC1CCCCC1 | 0.5% | -16
FC(F)(F)c1cc(Oc2ccccc2Cl)nc(-c2ccccn2)n1 | -1.2% | -3
CN(c1ccccc1)c1nc(-n2ccnc2)nc(-n2ccnc2)n1 | 0.7% | 5
CC(C)(CNC(=O)c1ccc([N+](=O)[O-])c(Cl)c1)CNC(=O)c1ccc([N+](=O)[O-])c(Cl)c1 | -2.3% | -10

Part of the list above in order of count of non-hydrogen atoms, rising:
SMILES | RXFP1 agonist | RXFP1 antagonist
Oc1ccccc1CNn1cnnc1 | 1.1% | 4
CON1C(=O)C(=O)N(OC)C(C)(C)C1C (stereo not drawn) | 1.6% | -3
CCOc1cc2c(C)cc(=O)oc2cc1Cl | 2.0% | -7
CCOC(=O)C(C)Oc1ccsc1C(=O)OC (stereo not drawn) | -1.5% | 10
O=c1[nH]c(-c2ccccc2)c(-c2ccccc2)[nH]1 | 3.2% | -11
OCc1nnn(-c2cccc(C(F)(F)F)c2)c1CO | -1.0% | -3
COc1ccc(-c2csc(N3C(=N)SCC3=O)n2)cc1 | 2.8% | ?
Nc1c(C(=O)NCc2ccco2)nnn1-c1ccccc1 | 0.8% | 2
O=[N+]([O-])c1ccc(Cl)c(/C=N/NC(=S)Nc2ccccc2)c1 | 0.1% | 18
FC(F)(F)c1nnc(-c2ccccc2)nc1Sc1ccccc1 | 1.4% | -25
Cn1cc(CNC(=O)C2c3ccccc3Oc3ccccc32)cn1 | -2.0% | -5
CC(=O)N(Cc1c(C)nn(-c2ccccc2)c1Cl)c1ccc(Cl)cc1 | 0.6% | -12
O=C(c1ccccc1)c1nn(-c2ccc(Cl)cc2)c(=O)cc1C(F)(F)F | 2.2% | -7
O=C(c1cc2n(n1)C(C(F)(F)F)CC(c1ccc(F)cc1)N2)N1CCCC1 (stereo not drawn) | -0.1% | -36
CCOC(=O)c1cc(NC(=O)c2ccc(C)cc2)c(=O)oc1-c1ccccc1 | -0.2% | -14
O=C(/C=C/c1ccccc1)NC(=S)Nc1ccccc1C(=O)NC1CCCCC1 | 0.5% | -16
CC(=O)OC1COC(N2CCc3cc([N+](=O)[O-])ccc32)C(OC(C)=O)C1OC(C)=O (stereo not drawn) | 1.8% | -2
Cc1ccc(NC(=O)c2ccc(CSc3nnc(-c4ccncc4)n3C)cc2)c(C)c1 | -0.5% | -19
CCOc1ccc(C(C(=O)Nc2ccc(F)cc2)N(C(=O)Cn2nnc3ccccc32)C2CC2)cc1 (stereo not drawn) | 1.5% | 2
C[C@@H]1CN([C@@H](C)CO)S(=O)(=O)c2ccc(C#CC3CCCCC3)cc2O[C@@H]1CN(C)Cc1cccnc1 | · | 5
CC1CCN(c2cc(N3CCC(C)CC3)c([N+](=O)[O-])cc2/C=C(\C#N)c2nn(-c3ccccc3)c(N)c2C#N)CC1 | -1.5% | 4

The results go on.
SMILES | RXFP1 agonist | RXFP1 antagonist
O=C(CN(C(=O)CSc1nc2ccccc2o1)c1ccccc1)NC1CCCCC1 | 0.2% | -9
Cc1cc2cccc(C)c2nc1SCC(=O)N(C)c1nc(-c2ccccc2)cs1 | 1.3% | 4
COc1ccc(-n2c(=S)[nH]c3cc(C(=O)NCCCN4CCCC4=O)ccc3c2=O)cc1 | 1.7% | 16
FC(F)(F)c1cc(Oc2ccc(Cl)cc2)nc(-c2ccccn2)n1 | 1.8% | 20
O=C(Nc1ccccc1-c1nnc(SCc2ccccc2)o1)c1ccccc1 | 2.8% | 19
CSc1nc(-c2ccccc2)nn1C(=O)c1ccc(Cl)cc1 | 5.3% | -3
O=C(Cc1ncc(C(F)(F)F)cc1Cl)N1CCN(c2ccccn2)CC1 | 0.1% | 1
COc1cccc(C2=NOC(C(=O)NCc3ccccn3)C2)c1 (stereo not drawn) | 0.4% | 5
CCOC(=O)C1=NOC(CNC(=O)C2=NOC(CNC(=O)c3c(-c4ccccc4Cl)noc3C)C2)C1 (stereo not drawn) | 0.8% | 1
Cc1cccc(NC(=O)/C=C/c2cccs2)n1 | 0.5% | -9
Cc1ccc(C(=O)N2CCN(c3cc(=O)[nH]nc3-c3ccccc3)CC2)cc1 | -0.2% | 1
CCOC(=O)c1nnc(-c2ccc(C)cc2)nc1Oc1ccc(Cl)cc1Cl | 0.6% | -1
Cc1ccc2c(c1)N(CCC(=O)NCc1ccco1)C(=O)CO2 | 2.8% | -5
CCOC(=O)CNS(=O)(=O)c1cc(-c2nn(C)c(=O)c3ccccc23)ccc1C | 4.4% | -4
CCCCNC(=O)C(CC)Sc1nc2sc(C(=O)OC)c(C)c2c(=O)n1N (stereo not drawn) | 18% | -1
Cc1nc(C(=O)Nc2ccc(Cl)cc2Cl)nn1-c1cc(OC(C)C)c(Cl)cc1Cl | -3.3% | -4
N#Cc1c(-c2ccccc2)ccn(Cc2cccc(Cl)c2)c1=O | 1.3% | -10
COc1cc(NC(=O)c2c3c(nc4ccccc24)CCC3)cc(OC)c1 | 2.8% | -1
O=C(CSc1nc2c(cnn2-c2ccccc2)c(=O)[nH]1)N1CCOCC1 | 0.8% | 3
O=C1CC(N2CCN(CCc3ccccn3)CC2)C(=O)N1c1ccc(Cl)cc1 (stereo not drawn) | 0.7% | -1
COc1ccc(C(=O)Nc2ccc(S(=O)(=O)N3CCOCC3)cc2)cc1OC | 0.0% | -8
Cc1ccc(NC(=S)Nc2nc(CC(=O)Nc3ccccc3)cs2)cc1 | 8.9% | 2
Cc1ccc(C(=O)Nc2c(C)cc(-c3ccc(Cl)cc3)oc2=O)cc1 | 2.7% | 3
CC1(C)CN(c2ccccc2)N(C(=O)c2ccc(C#N)cc2)C1=O | 1.9% | -7
CCOC(=O)CC(Nc1nc(N2CCOCC2)nc(N2CCOCC2)n1)c1ccccc1Cl (stereo not drawn) | 0.3% | -6
CN(C)/C(CN1CCCCC1)=C1\N=C(c2ccccc2)OC1=O | 0.2% | 5
COC(=O)c1sccc1-c1ccc(/C=N/OCc2c(Cl)cccc2Cl)o1 | 1.0% | -4
O=[N+]([O-])c1ccc(Cl)c(-c2ccc(/C=N/c3c(-c4ccco4)nc4ccccn34)o2)c1 | -0.1% | -6
CC(C)CCNC(=S)NC1CCCC1 | 0.3% | -11
Cc1ccc2cc3cc(C(=O)N4CCCCC4C)oc3nc2c1 (stereo not drawn) | -1.0% | -7
Clc1ccccc1/C=N/c1cc(-c2ccccc2)nn1-c1ccccc1 | -1.0% | 8
O=C(NNS(=O)(=O)c1ccccc1)c1sccc1-n1cccc1 | 0.0% | 1
CN(CCc1ccccn1)Cc1ccc(Cl)cc1Cl | 0.8% | -7
O=C(c1ccco1)N1CCN(Cc2ccc(Cl)cc2)CC1 | 1.0% | -2
Cc1ccc(NS(=O)(=O)c2ccc(NC(=O)c3cccs3)cc2)cc1 | 1.5% | -4
CC(=O)c1cc(-c2ccc(F)cc2)n(CC(=O)NCc2cccs2)c1C | 24% | 2
Cc1ccc(N2C(=O)CC(c3ccsc3)C3=C2CC(C)(C)CC3=O)cc1 (stereo not drawn) | -0.1% | 12
C=CCn1c(COc2ccc(Cl)cc2)nnc1SCC(=O)N/N=C/c1ccccc1 | 0.9% | 9
COc1cc(/C=N/NC(=O)c2cccnc2)ccc1OC(=O)c1ccco1 | 0.0% | -2
Cc1ccc(NC(=O)c2ccc(CSc3nnc(-c4ccncc4)n3C)cc2)cc1 | -2.0% | -16
COc1ccc(/C=C/C(=O)NCc2cn(C)nc2C)cc1COc1ccc(Br)cc1 | 1.0% | -7
Cc1cc(C)c2c(-n3cccc3)c(C(=O)NNS(=O)(=O)c3ccc(Br)cc3)sc2n1 | -0.2% | 5
O=C(NC1CCCC1)C1CC(=O)N(C2CCCCCCC2)C1 (stereo not drawn) | 0.9% | -6
CCOC(=O)c1nn(-c2ccccc2F)c(C)c1C(C)=O | -0.7% | 4
CCn1c(SCC(=O)Nc2ccccc2C(=O)OC)nnc1-c1ccc(N)cc1 | 1.9% | -3
FC(F)(F)c1nnc2c(Sc3ccccc3)nc3ccc(Cl)cc3n12 | 28% | -14
COc1ccccc1NC(=O)CN1CCN(c2ccc(Cl)cc2)CC1 | 0.5% | -11
COc1ccc2c(Cl)c(-c3nnco3)sc2c1 | 15% | 1
